From PubChem
Pemphigus Ab inh = human desmoglein-3 autoantibody binding inhibition; DSG3-coupled beads, scFv-anti-DSG3-GFP binding, flow cytometry; hits give low values; 0.48% of 310,000 active; AID 588358; binding (percent of control), % at 10 µM; P32926;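 active = binding more than 3 SD below its plate's average and above zero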;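 also: hits lower antibody fragment binding to DSG3; some compounds called inactive have numbers as strong as hits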
Target sequence (P32926 whole entry, looked up, the tested form may be a part): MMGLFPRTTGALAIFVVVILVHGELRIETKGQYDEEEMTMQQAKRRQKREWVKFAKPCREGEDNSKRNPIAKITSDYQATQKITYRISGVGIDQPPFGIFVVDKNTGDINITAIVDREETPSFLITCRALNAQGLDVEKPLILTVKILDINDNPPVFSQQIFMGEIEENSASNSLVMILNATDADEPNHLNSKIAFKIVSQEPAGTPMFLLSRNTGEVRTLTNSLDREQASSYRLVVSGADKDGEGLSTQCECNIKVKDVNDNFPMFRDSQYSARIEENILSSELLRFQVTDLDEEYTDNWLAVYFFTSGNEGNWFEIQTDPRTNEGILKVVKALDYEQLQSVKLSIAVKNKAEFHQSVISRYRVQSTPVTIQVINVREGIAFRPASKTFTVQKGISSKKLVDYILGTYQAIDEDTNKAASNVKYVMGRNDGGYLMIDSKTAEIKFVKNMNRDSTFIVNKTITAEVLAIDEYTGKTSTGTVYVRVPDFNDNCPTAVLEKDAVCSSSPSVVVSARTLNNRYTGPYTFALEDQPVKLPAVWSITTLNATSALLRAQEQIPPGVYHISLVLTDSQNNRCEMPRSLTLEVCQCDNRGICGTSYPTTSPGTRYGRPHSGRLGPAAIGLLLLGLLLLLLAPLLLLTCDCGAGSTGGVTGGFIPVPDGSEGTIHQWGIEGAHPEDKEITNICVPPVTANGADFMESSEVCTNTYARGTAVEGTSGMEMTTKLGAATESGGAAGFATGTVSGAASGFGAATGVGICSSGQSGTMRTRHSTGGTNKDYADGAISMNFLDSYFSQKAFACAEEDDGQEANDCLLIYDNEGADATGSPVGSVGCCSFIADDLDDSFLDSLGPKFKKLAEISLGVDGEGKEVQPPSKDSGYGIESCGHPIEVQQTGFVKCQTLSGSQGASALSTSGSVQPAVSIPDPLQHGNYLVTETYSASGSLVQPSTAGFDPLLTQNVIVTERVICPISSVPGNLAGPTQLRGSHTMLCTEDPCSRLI
PKA-R2B activ = PKA-R2B complex activation | P22694+P31323 | PKA-R2B holoenzyme dissociation, Cy5-IP20 fluorescence polarization; R2B truncated from residue 108, S112A mutant; 0% DMSO only, 100% 113 µM cGMP | activation, % at 11.4 µM | 0.079% of 340,000 active | AID 504700;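 active = activation above a cutoff set at the mean over all compounds plus 3 SD, cut at about 18% in these data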;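 also: higher means more holoenzyme dissociation and a rise in polarization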
SR-BI DiI inh = mouse SR-BI HDL lipid transfer inhibition; AID 488896; ldlA[mSR-BI] CHO cells, DiI-HDL uptake fluorescence, 3 h; 0.96% of 320,000 active; inhibition, % at 12.5 µM; Q61009;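 active = mean replicate inhibition of at least 70% and a set share of replicates each scoring 70 or more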;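 also: 0% = median of neutral control wells and 100% = median of positive control wells; values of inactives mirror those of a sister screen read the other way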
CDK5 inh = blocks human CDK5/p35 kinase activity; Q00535+Q15078; inhibition, % at 10 µM; Recombinant CDK5/p35, ADP-Glo luminescence, 60 min; 0.01% of 330,000 active; AID 488839;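 active = highest replicate inhibition of at least 50% and at least 75% of replicates reaching 50%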;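 also: plate controls were DMSO neutral control for no effect and GW8510 at 10 µM for full effect; many of its hits are not listed in these tables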
MITF act = MITF TRPM1 promoter activation in melanoma cells; SK-MEL-5 TRPM1-promoter luciferase, 24 h; % of positive control, neutral wells = 0; activation, % at 12.5 µM; 0.75% of 300,000 active;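 active = mean activation of at least 80% with every replicate also reaching 80%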;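 also: 0% = neutral control wells and 100% = parthenolide positive control wells; values of inactives mirror those of a sister screen read the other way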
Arrestin-AP2 inh = blocks beta-arrestin peptide binding to AP2 adaptin. inhibition, % at 10 µM. AID 504490. 0.31% of 340,000 active. FITC-arrestin peptide / GST-AP2 beads, flow cytometry; AP2 beta2 appendage carries R879A mutation;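 active = inhibition above a set limit, near 3 SD of compounds lacking own fluorescence, cut at about 54% in these data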;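 also: plate controls were DMSO wells for no effect and 5 µM unlabelled arrestin peptide for full effect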
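Assay system: GST-AP2 R879A bound to glutathione beads, E. coli-expressed; Medium: PBS with 0.05% Tween 20 and 0.1% BSA; Also added: fluorescein-tagged arrestin peptide at 50 nM final; Timing: 12 min plus 1 h, RT; Measured by: flow cytometry, FL1 (488/535 nm); Evaluation: percent drop in bead-associated FITC signal.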
NSD2 HMT inh = NSD2 (human) methyltransferase inhibition; O96028; NSD2 peptide methylation, AlphaScreen, 120 min; inhibition, % at 12.5 µM; 0.54% of 310,000 active; AID 743445; in the data active = inhibition above about 50%
PKA-R1A activ = PKA-R1A complex activation | P00514+P68181 | AID 504707 | PKA-R1A dissociation, Cy5-IP20 fluorescence polarization; scaled: DMSO 0%, 113 µM cGMP 100% | activation, % at 11.4 µM | 0.083% of 340,000 active;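 active = percent activation above the mean of all tested compounds plus 3 SD, cut at about 19% in these data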;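 also: higher means more PKAc released from R1A so a rise in polarization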
SUMO Mot1 rescue = inhibitors of SUMOylation pathway: yeast Mot1-301 growth rescue | S. cerevisiae Mot1-301 growth rescue, ATP luminescence, 38.5C; percent above DMSO median, 100 means doubled | growth rescue, % at 18.8 µM | 1% of 320,000 active | AID 2716;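 active = every valid replicate shows activation above 250% relative to neutral control wells; inactive = the rest, any valid replicate at or below 250%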;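 also: OY570 slx delta 5 strain wells were the positive control but not used for scaling; some compounds called inactive have numbers as strong as hits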
dFosB act = activators of mouse delta FosB homodimer | purified delta FosB, TAMRA-CDK5 oligo fluorescence polarization; percent of positive-control signal above neutral wells | P13346 | activation, % at 25 µM | 0.99% of 340,000 active;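 active = mean activation above about 17%, with every replicate also reaching it, limit read from the data, passing the limit was not always enough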;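 also: fluorescence polarization rise as delta FosB binds a TAMRA Cdk5 AP-1 oligo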
SR-BI uptake up = SR-BI HDL lipid transfer activation. CHO ldlA[mSR-BI] cells, DiI-HDL uptake fluorescence, 3 h; 100 = double the neutral-control signal. activation, % at 12.5 µM. 0.096% of 320,000 active. AID 504775;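 active = mean replicate activation of at least 60% and every replicate at or above 60%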;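 also: 0% = median plate neutral-control signal and 100% = twice that signal; values of inactives mirror those of a sister screen read the other way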
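Test system: SR-BI-overexpressing, LDLR-lacking CHO cells; Medium: Ham's F12 with 0.5% BSA, HEPES 25 mM, pH 7.4; Schedule: 3 h, 37 °C; Technique: bottom-read fluorescence, 550/595 nm.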
An asterisk follows results filed as active; . = no result given; & = joins results of further samples.

SMILES | Pemphigus Ab inh | PKA-R2B activ | SR-BI DiI inh | CDK5 inh | MITF act | Arrestin-AP2 inh | NSD2 HMT inh | PKA-R1A activ | SUMO Mot1 rescue | dFosB act | SR-BI uptake up
COc1cc(NC(=O)C2CCC(CNc3c(N4CCC(C)CC4)c(=O)c3=O)CC2)cc(OC)c1 (centres undefined) | 99 | -9&12 | 16 | -0.3&0.4 | -12&-19 | 4&20 | 1 | -8&0 | -8 | -9&-7 | -16
CC(C)NC(=O)c1ccccc1NC(=O)CCc1ccccc1 | . | -7 | 11 | -0.9 | . | -8 | 3 | -8 | 0 | -1 | -11
CCc1ccc(NC(=O)c2cc(CC(C)C)on2)cc1 | 85 | 5 | -20 | 1.0 | . | -1 | . | 0 | 18 | -3 | 20
CCC(O)(CC)C(=O)N=Nc1c(O)[nH]c2ccccc12 | 101 | -4 | -13 | -0.7 | 7 | 1 | 0 | 2 | -7 | -5 | 13
O=C(NNC(=O)c1sccc1-n1cccc1)c1ccccc1 | 102 | 1 | -5 | 0.9 | -10 | 20 | 3 | 2 | -3 | -4 | 5
CC(C)(C)C1C=C(Sc2ccccc2)C(=O)O1 (centres undefined) | 102 | -15 | 2 | 2.4 | -5 | -4 | -3 | -11 | -6 | -4 | -2
Cn1c(C(F)(F)F)nc2c(=O)oc3ccccc3c21 | 102 | -3 | -14 | 1.9 | 11 | 21 | -1 | -4 | -8 | 0 | 14
CCN1C(=O)c2ccccc2S(=O)c2ccc(C(=O)NCc3ccccn3)cc21 (centres undefined) | 82 | 0 | -10 | 1.2 | . | 5 | . | -1 | -7 | -7 | 10
C=C(C)Cn1c(C2CC(=O)N(c3ccccc3F)C2)nc2ccccc21 (centres undefined) | 95 | 6 | -11 | -1.6 | . | -4 | . | -3 | -3 | -4 | 11
Cc1nc2sc(C(c3ccco3)N3CCN(c4ccccc4F)CC3)c(O)n2n1 (centres undefined) | 90 | 5 | -7 | -1.3 | -3 | 5 | 3 | 2 | -11 | -4 | 7
S=C(NCc1ccco1)NCc1ccccc1Cl | 106 | -10 | 8 | -0.5 | 3 | 9 | -1 | 3 | -1 | 2 | -8
OCC[C@@H]1C[C@@H](O)[C@H](O)[C@]2(CCc3ccccc3CO2)O1 | 104 | -1 | -8 | -0.8 | 18 | 26 | . | -6 | -3 | -1 | 8
CCN(CC(=O)NCc1cccs1)C(=O)c1ccc(OC)c(OC)c1 | 113 | -3 | 0 | -4.1 | 6 | 2 | 2 | -9 | 56 | -2 | 0
CCOC(=O)c1cc2occc2n1CC(=O)NC1CCC(C)CC1 (centres undefined) | 99 | 7 | -10 | 0.6 | -14 | 1 | 0 | 1 | 8 | 0 | 10
COC(=O)C1=C(C(=O)OC)[C@@H]2Nc3ccccc3[C@@]23C[C@@H](C(=O)OC)N(C(=O)C2CCC2)C3=N1 | 103 | -11 | 19 | 1.7 | -7 | 16 | . | 2 | -13 | 6 | -19
CCn1c(SCC(=O)NNC(=O)c2ccc(C)cc2)nnc1-c1ccco1 | . | . | -9 | 0.6 | 13 | -3 | -1 | . | 15 | -1 | 9
S=C(NCCc1ccncc1)Nc1cccc2ccccc12 | 104 | . | 15 | 0.2 | 4 | -3 | 0 | . | 0 | 5 | -15
O=C(CN1CCCCCC1)N/N=C/c1cccc(Cl)c1 | 128 | -8 | -27 | -2.7 | 12 | 1 | 0 | 8 | -25 | -2 | 27
O=C(Nc1ccccc1-c1nc2ccccc2[nH]1)c1ccc(N2C(=O)CCC2=O)cc1 | 923 | -1 | 68 | 0.3 | -6 | -2 | 4 | 8 | 16 | 3 | -68
CC1CCN(S(=O)(=O)c2ccc(NC(=O)CN3CCOCC3)cc2)CC1 | 105 | 1 | 17 | -0.4 | 2 | 6 | -3 | -5 | 16 | -5 | -17

Limited to PKA-R2B activ, Arrestin-AP2 inh and SR-BI DiI inh, for some of the entries so far:
| SMILES | PKA-R2B activ | Arrestin-AP2 inh | SR-BI DiI inh |
| --- | --- | --- | --- |
| CCc1ccc(NC(=O)c2cc(CC(C)C)on2)cc1 | 5 | -1 | -20 |
| O=C(CN1CCCCCC1)N/N=C/c1cccc(Cl)c1 | -8 | 1 | -27 |

Next records.
SMILES | Pemphigus Ab inh | PKA-R2B activ | SR-BI DiI inh | CDK5 inh | MITF act | Arrestin-AP2 inh | NSD2 HMT inh | PKA-R1A activ | SUMO Mot1 rescue | dFosB act | SR-BI uptake up
CC(=O)Nc1ccc(-n2nnnc2SCC(=O)N2CCN(C(=O)c3ccco3)CC2)cc1 | . | 0 | -16 | -0.5 | . | 24 | -3 | -5 | -19 | -4 | 16
COC(=O)c1ccc(N2CCN(C(C)=O)CC2)c(NC(=O)c2cccnc2)c1 | 104 | 3 | -13 | 0.1 | 8 | -9 | -2 | -7 | -7 | -7 | 13
CCOC(=O)c1c(NC(N)=O)sc(C)c1C | 102 | -6 | . | 1.2 | -10 | 2 | 3 | 2 | 3 | -1 | .
Cc1ccc(S(=O)(=O)N2CCN(C(=O)Cn3c(=O)cnc4ccccc43)CC2)c(C)c1 | 102 | 2 | 8 | 0.5 | -6 | -13 | -2 | 0 | 5 | -9 | -8
O=C(O)c1ccc(NS(=O)(=O)c2ccc3c(c2)C2C=CCC2C(c2ccccc2F)N3)cc1 (centres undefined) | 97 | -3 | 7 | -17 | 0 | 26 | 159* | -2 | . | -12 | -7
c1ccc(-n2ncc3cccnc32)cc1 | 102 | -2 | 13 | 0.3 | 20 | 4 | -3 | -15 | 6 | 3 | -13
Cc1nnc2ccc(N3CCN(C(=O)c4ccccc4)CC3)nn12 | 101 | -4 | -12 | 0.0 | 0 | 3 | . | -6 | -8 | 2 | 12
Cc1noc(C)c1CSc1nc2ccccc2s1 | 107 | -12 | 0 | 0.1 | . | 0 | -4 | -9 | 20 | -8 | 0
O=C(NC1CCCCC1)Nn1c(-c2ccccc2)nc2ccccc2c1=O | 94 | 5 | 10 | . | -2 | -3 | -1 | -11 | 12 | -8 | -10
CCn1c(SCC(=O)NCCc2ccccc2)nnc1-c1ccco1 | 104 | -1 | -7 | 0.5 | -9 | 1 | -1 | -10 | 244 | 7 | 7
COc1cc(CC(=O)NC2CCCc3ccccc32)cc(OC)c1OC (centres undefined) | 103 | -3 | 5 | -2.3 | 0 | -9 | -4 | 1 | -5 | -6 | -5
CCc1ccccc1N(CC)C(=O)CCc1nc(-c2ccc(C)cc2)no1 | 115 | -4 | -2 | 0.6 | -7 | -3 | -4 | -6 | -8 | -6 | 2
CN1CCN(C(=O)/C=C/c2ccc(Cl)c(Cl)c2)CC1 | . | -2 | 19 | 1.0 | 22 | 5 | . | -5 | -9 | -11 | -19
O=C(Nc1nnc(SCC(=O)N2CCCc3ccccc32)s1)c1cccc2ccccc12 | 100 | 2 | -12 | -0.8 | 9 | 8 | 1 | 7 | -1 | -9 | 12
CN1CCN(S(=O)(=O)c2ccc(N3CCN(S(=O)(=O)/C=C/c4ccccc4)CC3)nc2)CC1 | 101 | -9 | -24 | 1.2 | -41 | 1 | 0 | -1 | -19 | 7 | 24
CCc1ccccc1Nc1nc(N)nc(CSCC(=O)c2cc(C)n(C)c2C)n1 | 84 | 6 | 3 | 3.5 | -7 | 0 | -2 | 7 | -15 | -5 | -3
c1cnc(NCCNc2ncccn2)nc1 | 99 | -2 | -8 | -0.5 | . | 4 | 0 | 6 | 25 | -11 | 8
COc1ccc2c(c1)c(C(O)CN1CCN(Cc3ccc4c(c3)OCO4)CC1)c(C)n2C (centres undefined) | 107 | -1 | 11 | -0.6 | -2 | -3 | 11 | -6 | -8 | 4 | -11
CCOC(=O)Cc1csc(NC(=O)c2ccc(S(=O)(=O)N3CCOCC3)cc2)n1 | 98 | 6 | 4 | 2.4 | -7 | -7 | -2 | -6 | -1 | -1 | -4
COC(=O)c1cccc(NC(=O)c2cc3sccc3n2C)c1 | 98 | -3 | 48 | 0.1 | 58 | 9 | -2 | -16 | 31 | 1 | -48
O=C(CSCc1ccc(Br)cc1)Nc1ccc(S(=O)(=O)N2CCCCCC2)cc1 | 108 | -10 | . | -0.8 | 0 | 4 | -3 | -5 | -29 | -4 | .
Cc1nc(C(=O)NNC(=O)c2ccccc2Cl)c(C(F)(F)F)o1 | 100 | 6 | -33 | 1.4 | . | -1 | -1 | 3 | 11 | -2 | 33
O=C(Nc1ccc(Cl)cn1)C1CCN(S(=O)(=O)c2cccs2)CC1 | 73 | -4 | 12 | -5.2 | -22 | 9 | -2 | 1 | 12 | -2 | -12
COc1ccc(CC(=O)Nc2cccc(-c3nnc(-c4ccc(C)cc4)o3)c2)cc1OC | 101 | 12 | 54 | -0.8 | -62 | 0 | 0 | 0 | -27 | -15 | -54
Cc1cc(NC(=O)c2cc(CC(C)C)on2)n(-c2ccccc2)n1 | 105 | 1 | -4 | 2.9 | . | -5 | . | -1 | -13 | 0 | 4
Cc1cc(C)nc(SCc2ccc(C(=O)N/N=C/c3ccccc3C(=O)O)cc2)n1 | 100 | 5 | -6 | 1.4 | 4 | -5 | -7 | -17 | . | 0 | 6
CC(C)CNC(=O)CN1C(=O)NC2(CCCc3ccccc32)C1=O (centres undefined) | . | 4 | 5 | 0.7 | -6 | 4 | -4 | 7 | -14 | -1 | -5
CCOC(=O)c1c(C)[nH]c(C(=O)CN2CCOCC2)c1C | . | 3 | 4 | 2.6 | 10 | 12 | 1 | -2 | -4 | -5 | -4
FC(F)(F)C(Oc1nc(NC2CCCCC2)nc(N2CCOCC2)n1)C(F)(F)F | . | 0 | -15 | 0.5 | -2 | 5 | -7 | -13 | -23 | -2 | 15
CC(C)CN1CCN=C1N(C)C | 100 | -3 | -14 | 0.9 | 0 | 7 | . | -11 | 18 | 5 | 14
O=C1C2C3C=CC(C3)C2C(=O)N1Cc1ccccc1 (centres undefined) | 88 | 3 | -45 | 1.9 | 3 | 28 | 0 | 2 | -16 | 4 | 45
CC(C)(C)C(=O)Nc1nnc(SCC(=O)Nc2ccc3c(c2)OCO3)s1 | . | -10 | -8 | 1.7 | -2 | -23 | -2 | -20 | -9 | 7 | 8
O=C(Cn1nc(-c2ccco2)ccc1=O)Nc1cc(Cl)ccc1Cl | . | -11 | -5 | 0.0 | -3 | 22 | 5 | -10 | -4 | -6 | 5
CCOC(=O)c1[nH]c2ccc(C)cc2c1N=C(C)N(C)C | 104 | 1 | -22 | 5.5 | -5 | 11 | 3 | -2 | -2 | 0 | 22
